PKA-R2B activ: activators of human PKA-R2B complex. P22694+P31323. PKA-R2B holoenzyme dissociation, Cy5-IP20 fluorescence polarization; R2B truncated from residue 108, S112A mutant; 0% DMSO only, 100% 113 µM cGMP. activation, % at 11.4 µM. actives 0.079% (n = 340,000). AID 504700;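 active = activation above a cutoff set at the mean over all compounds plus 3 SD, cut at about 18% in these data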;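 also: higher means more holoenzyme dissociation and a rise in polarization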
Target sequence (P31323 whole entry, looked up, other chains not shown, the tested form may be a part): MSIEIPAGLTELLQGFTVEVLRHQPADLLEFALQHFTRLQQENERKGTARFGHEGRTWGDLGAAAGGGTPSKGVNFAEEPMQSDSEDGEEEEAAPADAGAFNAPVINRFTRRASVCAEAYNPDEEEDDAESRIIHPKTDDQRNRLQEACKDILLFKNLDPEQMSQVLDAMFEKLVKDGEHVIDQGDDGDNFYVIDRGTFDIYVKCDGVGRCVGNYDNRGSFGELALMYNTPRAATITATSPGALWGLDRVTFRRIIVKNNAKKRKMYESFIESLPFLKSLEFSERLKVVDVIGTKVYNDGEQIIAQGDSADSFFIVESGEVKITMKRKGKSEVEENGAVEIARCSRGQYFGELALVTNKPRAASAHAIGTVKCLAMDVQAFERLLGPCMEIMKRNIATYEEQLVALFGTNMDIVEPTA
Arrestin-AP2 inh: inhibitors of human beta-arrestin and AP2 interaction; actives 0.31% (n = 340,000); inhibition, % at 10 µM; AID 504490; FITC-arrestin peptide / GST-AP2 beads, flow cytometry; AP2 beta2 appendage carries R879A mutation;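 active = inhibition above a set limit, near 3 SD of compounds lacking own fluorescence, cut at about 54% in these data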;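 also: plate controls were DMSO wells for no effect and 5 µM unlabelled arrestin peptide for full effect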
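System: GST-tagged AP2 beta2-adaptin appendage (R879A) on 4 µm glutathione beads / Reagent: FITC-arrestin peptide, 50 nM / Detection: HyperCyt-sampled flow cytometry, FL1 channel, ex 488/em 535 nm / Timing: 12 min plus 1 h, RT / Buffer or medium: PBS plus Tween 20 (0.05%) and BSA (0.1%)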
NSD2 HMT inh: inhibitors of human histone methyltransferase NSD2 | actives 0.54% (n = 310,000) | NSD2 peptide methylation, AlphaScreen, 120 min | inhibition, % at 12.5 µM | O96028 | AID 743445; in the data active = inhibition above about 50%
Keap1-Nrf2 PPI: disrupts human Keap1 binding to Nrf2 peptide; Keap1 Kelch-Nrf2 peptide fluorescence polarization, 1536-well; inhibition, % at 9.4 µM; actives 0.15% (n = 340,000); AID 504523; in the data active = inhibition above about 12%;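 also: human Keap1 Kelch domain with fluorescein labeled Nrf2 9mer peptide probe; 0% = neutral control wells and 100% = peptide positive control; higher means more block of Keap1 binding to Nrf2 peptide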
Target sequence (Q14145 whole entry, looked up, the tested form may be a part): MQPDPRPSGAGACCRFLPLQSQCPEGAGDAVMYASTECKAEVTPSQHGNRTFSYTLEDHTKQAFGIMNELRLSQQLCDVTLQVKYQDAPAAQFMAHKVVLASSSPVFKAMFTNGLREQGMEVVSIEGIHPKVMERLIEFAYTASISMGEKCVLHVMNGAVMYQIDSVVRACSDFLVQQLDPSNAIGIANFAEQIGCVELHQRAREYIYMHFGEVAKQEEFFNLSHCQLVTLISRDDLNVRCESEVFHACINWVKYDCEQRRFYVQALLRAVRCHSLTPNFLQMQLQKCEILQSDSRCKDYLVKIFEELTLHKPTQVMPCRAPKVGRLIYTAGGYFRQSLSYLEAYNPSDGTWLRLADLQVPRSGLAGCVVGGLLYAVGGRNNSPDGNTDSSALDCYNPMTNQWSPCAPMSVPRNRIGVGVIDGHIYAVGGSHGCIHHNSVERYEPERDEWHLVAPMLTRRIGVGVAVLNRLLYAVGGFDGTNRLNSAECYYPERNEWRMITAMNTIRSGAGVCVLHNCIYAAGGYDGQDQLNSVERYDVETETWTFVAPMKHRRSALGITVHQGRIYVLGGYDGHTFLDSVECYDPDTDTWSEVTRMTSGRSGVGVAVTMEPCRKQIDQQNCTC
PvdQ inh: P. aeruginosa PvdQ acylase inhibition; purified PvdQ acylase, fluorescence plate reader; inhibition, % at 10 µM; actives 0.063% (n = 340,000); in the data active = inhibition above about 30%, passing the limit was not always enough;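 also: 0% = vehicle neutral wells and 100% = reference inhibitor wells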
DAGLB inhibitor: blocks human DAGLB lipase activity | Q8NCG7 | HEK293T DAGLB membrane lysate, EnzChek fluorogenic substrate | inhibition, % at 5.17 µM | actives 0.059% (n = 340,000); in the data active = inhibition above about 34%;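 also: 0% = enzyme with vehicle and 100% = wells lacking enzyme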
C-LANA FP: inhibitors of KSHV LANA C-terminal domain DNA binding; actives 0.078% (n = 340,000); AID 504423; MBP-C-LANA/FAM-LBS DNA binding, fluorescence polarization; inhibition, % at 9 µM;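 active = highest replicate inhibition at or above 60% at 9 µM, even if other replicates fall short; inactive = all replicates below 60% inhibition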;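 also: 0% = neutral control wells and 100% = 4 µM acridine orange control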
SR-BI DiI-HDL act: enhances SR-BI lipid uptake from DiI-HDL. CHO ldlA[mSR-BI] cells, DiI-HDL uptake fluorescence, 3 h; 100 = double the neutral-control signal. activation, % at 12.5 µM. actives 0.096% (n = 320,000). AID 504775;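 active = mean replicate activation of at least 60% and every replicate at or above 60%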;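 also: 0% = median plate neutral-control signal and 100% = twice that signal; values of inactives mirror those of a sister screen read the other way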
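Material – SR-BI-overexpressing, LDLR-lacking CHO cells · Medium – BSA-supplemented, HEPES-buffered Ham's F12, pH 7.4 · Doses – single concentration · Times – compound with DiI-HDL co-incubation, 3 h at 37 °C · Measured by – bottom-read fluorescence, 550/595 nm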
Cardiac RTF inh: cardiac RTF calcium desensitization. inhibition, % at 7.15 µM. actives 0.12% (n = 340,000). P19429+P45379. IANBD-labeled cardiac RTF, Ca2+ fluorescence;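 active = inhibition above the mean inhibition of all tested compounds plus 3 SD, cut at about 17% in these data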;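 also: assay run at fixed EC70 calcium of 1.6 mM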
SR-BI HDL uptake: blocks mouse SR-BI lipid uptake from DiI-HDL; ldlA[mSR-BI] CHO cells, DiI-HDL uptake fluorescence, 3 h; inhibition, % at 12.5 µM; actives 0.96% (n = 320,000);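 active = mean replicate inhibition of at least 70% and a set share of replicates each scoring 70 or more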;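 also: 0% = median of neutral control wells and 100% = median of positive control wells; values of inactives mirror those of a sister screen read the other way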
An asterisk follows results filed as active; / = not tested or not shown. Outcome played no part in choosing rows; any-hit rate near 2.1%.

Order of results – PKA-R2B activ	Arrestin-AP2 inh	NSD2 HMT inh	Keap1-Nrf2 PPI	PvdQ inh	DAGLB inhibitor	C-LANA FP	SR-BI DiI-HDL act	Cardiac RTF inh	SR-BI HDL uptake
(1) CC(C)c1ccc(NC(=O)CSc2n[nH]c(=O)n2-c2cccnc2)cc1
    -8	-5	/	1	4	0	0.4	9	-6	-9
(2) Cc1cccc(-c2nc(CS(=O)CC(=O)NCc3ccco3)c(C)o2)c1 (stereo not drawn)
    10	2	9	-1	-17	0	1.3	7	-2	-7
(3) Cc1nnc2ccc(N3CCOCC3)nn12
    -5	-7	-2	-4	-8	0	0.1	40	1	-40
(4) O=C(NCc1cccnc1)c1cn(CCc2ccccc2)nn1
    -5	-1	-3	-5	-13	-1	1.4	28	-1	-28
(5) Cc1nc2nc(CCNS(=O)(=O)c3ccc(Cl)cc3)cn2nc1C
    -3	11	0	-3	-4	2	1.2	10	-11	-10
(6) CCO[C@@H]1OC(C(=O)N2CCN(Cc3ccccc3)CC2)=C[C@H](c2ccc(C(F)(F)F)cc2)[C@H]1CCCO
    -18	9	/	-2	-1	1	-0.7	12	-23	-12
(7) Cc1ccc(/C=N/NC(=O)C2COc3ccccc3O2)s1 (stereo not drawn)
    0	-5	-2	-5	-10	-2	-1.5	8	-8	-8
(8) O=C(Nc1ccc2c(c1)C(=O)N(CC1CCCO1)C2=O)c1ccccc1Br (stereo not drawn)
    4	-6	2	-3	-10	-5	-0.3	-53	-10	53
(9) O=C(c1ccco1)c1nc2c(n1O)CCCCC2
    -3	-8	2	2	-14	2	-0.1	15	-10	-15
(10) O=C(N/N=C/C=C/c1ccccc1)c1cc2c(ccc3ccccc32)o1
    9	34	12	3	7	0	-0.8	/	-11	/
(11) CCCCn1c(N)c(N(CCC(C)C)C(=O)c2cccc(-n3cnnn3)c2)c(=O)[nH]c1=O
    7	-7	5	2	-4	-1	-0.1	-9	-7	9
(12) COc1ccc(S(=O)(=O)N2CCCCC2)cc1NC(=O)CCNC(=O)c1ccccc1Cl
    -10	2	-2	-2	11	-2	0.9	-24	-5	24
(13) CCCc1ccc(S(=O)(=O)N2CCN(C(C)C(=O)NCc3ccc(OC)cc3)CC2)cc1 (stereo not drawn)
    6	0	-1	-4	12	-9	-2.3	2	-2	-2
(14) CCOc1ccc2cc(C#N)c(SCC(=O)N3CCC(C)CC3)nc2c1
    -2	5	/	-1	-17	-5	0.1	-38	-4	38
(15) CCN1CCN(C(c2ccccc2)c2nnnn2Cc2ccc3c(c2)OCO3)CC1 (stereo not drawn)
    -3	-9	0	-3	-6	2	-0.1	7	-2	-7
(16) C=CCOc1cccc(C2C(C(=O)c3ccc(C)o3)=C(O)C(=O)N2CCCn2ccnc2)c1 (stereo not drawn)
    -6	0	1	-3	9	-5	1.2	8	-3	-8
(17) Cc1ccccc1-n1c(=O)c2ccccc2n2c(=O)[nH]nc12
    -11	19	-6	-3	16	-1	-0.5	6	1	-6
(18) O=C(Cn1cnc([N+](=O)[O-])c1)NCCc1ccccc1
    0	6	-1	-1	12	-1	8.3	2	2	-2
(19) O=C(CS(=O)CC(=O)N(c1ccccc1)C(C(=O)NC1CCCCC1)c1ccco1)Nc1ccc(F)cc1 (stereo not drawn)
    8	-20	0	-2	-19	2	-0.7	-9	-24	9
(20) CSCCC(NS(=O)(=O)c1ccccc1)C(=O)OCc1cc(=O)oc2cc(O)ccc12 (stereo not drawn)
    -7	15	-7	4	-1	4	-0.3	0	-5	0
(21) CCOC(=O)CCNC(=O)N1CCCC(C(=O)c2ccc3c(c2)OCO3)C1 (stereo not drawn)
    -15	1	22	2	4	0	0.2	-9	8	9
(22) COc1ccc2[nH]c(C(=O)N3CCC(CO)(Cc4cccc(C(F)(F)F)c4)CC3)c(C)c2c1
    6	8	0	-12	-13	0	-1.4	-26	-5	26
(23) COc1ccc(OCC(O)CNC(=O)Nc2ccc(C(C)(C)C)cc2)cc1 (stereo not drawn)
    -6	3	-2	-3	-16	-3	-1.8	-59	-1	59
(24) N#Cc1cccc(C(=O)OCC(=O)c2ccc3c(c2)NC(=O)CO3)c1
    0	24	0	-1	6	-2	2.4	-12	-2	12
(25) CCn1c2ccccc2c2nc3ccccc3nc21
    -3	19	-10	-1	-13	-6	-0.8	-56	1	56
(26) COC(=O)c1ccc(S(=O)(=O)NCc2ccc(S(N)(=O)=O)cc2)n1C
    -4	10	22	-3	-24	0	0.9	-13	-4	13
(27) FC(F)(F)c1ccc(-c2nnc(-c3ccccn3)c(-c3ccccn3)n2)nc1
    5	16	-1	1	-12	4	-2.1	10	-10	-10
(28) COc1ccc(CNS(=O)(=O)c2ccc3c(c2)CCN3C(=O)C2CCC2)cc1
    1	-9	/	6	-11	-2	-0.7	23	-8	-23
(29) COc1ccc(C(=O)O)cc1S(N)(=O)=O
    1	-10	0	-1	-17	0	-0.2	5	-7	-5
(30) CC(=O)N1CCc2cc(Br)cc(S(=O)(=O)CCC(=O)N3CCN(c4ccccn4)CC3)c21
    2	-6	0	-3	6	0	-1.4	-4	-6	4

Arranged by SMILES length (rising): 12 of the compounds above
Order of results – PKA-R2B activ	Arrestin-AP2 inh	NSD2 HMT inh	Keap1-Nrf2 PPI	PvdQ inh	DAGLB inhibitor	C-LANA FP	SR-BI DiI-HDL act	Cardiac RTF inh	SR-BI HDL uptake
(25) CCn1c2ccccc2c2nc3ccccc3nc21
    -3	19	-10	-1	-13	-6	-0.8	-56	1	56
(29) COc1ccc(C(=O)O)cc1S(N)(=O)=O
    1	-10	0	-1	-17	0	-0.2	5	-7	-5
(7) Cc1ccc(/C=N/NC(=O)C2COc3ccccc3O2)s1 (stereo not drawn)
    0	-5	-2	-5	-10	-2	-1.5	8	-8	-8
(10) O=C(N/N=C/C=C/c1ccccc1)c1cc2c(ccc3ccccc32)o1
    9	34	12	3	7	0	-0.8	/	-11	/
(2) Cc1cccc(-c2nc(CS(=O)CC(=O)NCc3ccco3)c(C)o2)c1 (stereo not drawn)
    10	2	9	-1	-17	0	1.3	7	-2	-7
(15) CCN1CCN(C(c2ccccc2)c2nnnn2Cc2ccc3c(c2)OCO3)CC1 (stereo not drawn)
    -3	-9	0	-3	-6	2	-0.1	7	-2	-7
(8) O=C(Nc1ccc2c(c1)C(=O)N(CC1CCCO1)C2=O)c1ccccc1Br (stereo not drawn)
    4	-6	2	-3	-10	-5	-0.3	-53	-10	53
(20) CSCCC(NS(=O)(=O)c1ccccc1)C(=O)OCc1cc(=O)oc2cc(O)ccc12 (stereo not drawn)
    -7	15	-7	4	-1	4	-0.3	0	-5	0
(13) CCCc1ccc(S(=O)(=O)N2CCN(C(C)C(=O)NCc3ccc(OC)cc3)CC2)cc1 (stereo not drawn)
    6	0	-1	-4	12	-9	-2.3	2	-2	-2
(16) C=CCOc1cccc(C2C(C(=O)c3ccc(C)o3)=C(O)C(=O)N2CCCn2ccnc2)c1 (stereo not drawn)
    -6	0	1	-3	9	-5	1.2	8	-3	-8
(30) CC(=O)N1CCc2cc(Br)cc(S(=O)(=O)CCC(=O)N3CCN(c4ccccn4)CC3)c21
    2	-6	0	-3	6	0	-1.4	-4	-6	4
(6) CCO[C@@H]1OC(C(=O)N2CCN(Cc3ccccc3)CC2)=C[C@H](c2ccc(C(F)(F)F)cc2)[C@H]1CCCO
    -18	9	/	-2	-1	1	-0.7	12	-23	-12

(further entries)
Order of results – PKA-R2B activ	Arrestin-AP2 inh	NSD2 HMT inh	Keap1-Nrf2 PPI	PvdQ inh	DAGLB inhibitor	C-LANA FP	SR-BI DiI-HDL act	Cardiac RTF inh	SR-BI HDL uptake
(31) COc1ccc(S(=O)(=O)NC(C)c2ccccc2)cc1C(=O)N1CCCCC1 (stereo not drawn)
    7	53	-1	-5	1	-2	2.6	1	-3	-1
(32) Cc1ccc(S(=O)(=O)NCCc2nnc3ccc(NCCCOC(C)C)nn23)cc1
    -3	9	-4	0	-5	0	0.2	38	-9	-38
(33) N#Cc1ccsc1NC(=O)CN1CCN(c2ccc(O)cc2)CC1
    -9	-4	2	-4	-4	2	0.5	3	4	-3
(34) Cc1ccc(NC(=O)c2sc(Cl)nc2C)c(C)c1
    -8	5	-1	-4	-7	2	-3.0	-16	-8	16
(35) CCOC(=O)C1CCCN(CC(O)COc2ccc(OC)cc2C(C)(C)C)C1 (stereo not drawn)
    -1	3	7	-1	-8	-3	0.8	-3	0	3
(36) O=C1C2C3C=CC(C4CC34)C2C(=O)N1Cc1ccco1 (stereo not drawn)
    -5	12	7	-5	41*	-2	1.2	31	6	-31
(37) CCNC(=S)NNC(=O)c1cccn(Cc2ccc(Cl)cc2Cl)c1=O
    5	7	0	-5	-19	4	0.3	19	-2	-19
(38) COc1ccc(/C=C2\SC(=O)N(CCC(=O)N(C)C3CCS(=O)(=O)C3)C2=O)cc1 (stereo not drawn)
    -8	-8	3	1	1	5	0.1	7	-1	-7
(39) COc1ccc(Br)cc1/C=N/n1c(COc2ccccc2)n[nH]c1=S
    -1	-17	3	1	0	1	0.2	4	-6	-4
(40) Cc1ccccc1NC(=O)NNC(=O)OC(C)(C)C
    -11	5	-1	-4	-16	0	-0.2	14	-2	-14
(41) CCC(CC)n1[nH]c(=O)c2c(C)cc(C)nc21
    -2	2	-5	-1	-8	-2	1.2	17	-6	-17
(42) CCOc1cc(C(=O)Nc2ccc(C)cc2O)ccc1OCC(=O)N1CCOCC1
    -1	-2	3	-6	-11	2	1.5	-23	-7	23
(43) O=C(COC(=O)/C=C/c1cccc(C(F)(F)F)c1)NC1CCCCCC1
    13	7	-3	6	-8	1	2.6	18	0	-18
(44) COc1cc(OC)c(N(C)S(=O)(=O)c2cccc(C(=O)NC(C)C3CC4CCC3C4)c2)cc1Cl (stereo not drawn)
    5	-23	0	-3	-8	-1	0.4	-56	8	56
(45) Nn1c(SCc2ccc(F)cc2)nnc1-c1ccncc1
    /	4	-3	5	-10	/	2.8	-6	/	6
(46) CCOC(=O)c1c(O)c2ccccc2n(-c2ccccc2)c1=O
    -25	12	/	-7	0	-3	-2.0	21	-3	-21
(47) O=C(NC1CCCCC1)C(c1ccc2ncccc2c1)N(Cc1ccc(F)cc1)C(=O)c1cccs1 (stereo not drawn)
    -3	-8	-1	-1	-16	-3	-2.2	11	-2	-11
(48) CCOC(=O)Cn1nc(-c2ccc(F)cc2)oc1=O
    1	-4	-1	-5	-3	-1	0.3	-4	-3	4
(49) O=C(Cn1c(=O)n(Cc2ccco2)c(=O)c2ccccc21)Nc1cccc(Cl)c1
    0	38	/	0	6	-2	6.2	-18	-4	18
(50) CCN(C(=O)CSc1cc(C)c2ccccc2n1)c1c(N)n(Cc2ccccc2)c(=O)[nH]c1=O
    4	-22	2	-1	-8	1	2.0	-4	-11	4
(51) Cc1ccc(C(=O)O/N=C/c2c(C(F)(F)F)nn(C)c2Sc2ccc(Cl)cc2)cc1
    -13	-1	5	0	-4	-4	-1.5	16	8	-16

Source: PubChem
